Tb hexokinase – Trypanosoma brucei hexokinase 1 inhibitors, primary screen, biochemical, G6PDH-coupled NADH absorbance, MLSCN library. hexokinase 1 [Trypanosoma brucei]. recombinant TbHK1, G6PDH-coupled NADH A340. inhibition, % at 10 µM. actives 0.11% (n = 220,000). AID 1430, 2008;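 active means inhibition of 50% or more in the single-dose primary screen; inactive means inhibition below 50%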
Furin inh – human furin inhibitors, primary screen, biochemical, fluorescence intensity; P09958; purified furin, fluorogenic substrate cleavage; inhibition, % at 30 µM; actives 0.061% (n = 220,000); AID 463115, 2010; in the data active means inhibition above about 25%; further: inactives centre near -15
EBV gp42 inh – Epstein-Barr virus gp42 inhibitors, primary screen, biochemical, uHTS, fluorescence polarization. Glycoprotein 42 (Epstein-Barr virus (strain AG876)), Q1HVG2. actives 0.42% (n = 220,000). inhibition, % (tested at 21.74 µM). Fluorescence polarization binding assay, mP read-out. AID 1085, 2008; in the data active means inhibition above about 50%
p97 ATPase inh – inhibitors of human p97 ATPase, primary screen, biochemical; Transitional endoplasmic reticulum ATPase (Homo sapiens), P55072; inhibition, % at 8 µM; recombinant p97 ATPase, Kinase-Glo ATP luminescence, 3 h; actives 0.42% (n = 220,000); in the data active means inhibition above about 15%;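 further: 0% = DMSO vehicle and 100% = wells lacking enzyme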
Target sequence (P55072 whole entry, looked up): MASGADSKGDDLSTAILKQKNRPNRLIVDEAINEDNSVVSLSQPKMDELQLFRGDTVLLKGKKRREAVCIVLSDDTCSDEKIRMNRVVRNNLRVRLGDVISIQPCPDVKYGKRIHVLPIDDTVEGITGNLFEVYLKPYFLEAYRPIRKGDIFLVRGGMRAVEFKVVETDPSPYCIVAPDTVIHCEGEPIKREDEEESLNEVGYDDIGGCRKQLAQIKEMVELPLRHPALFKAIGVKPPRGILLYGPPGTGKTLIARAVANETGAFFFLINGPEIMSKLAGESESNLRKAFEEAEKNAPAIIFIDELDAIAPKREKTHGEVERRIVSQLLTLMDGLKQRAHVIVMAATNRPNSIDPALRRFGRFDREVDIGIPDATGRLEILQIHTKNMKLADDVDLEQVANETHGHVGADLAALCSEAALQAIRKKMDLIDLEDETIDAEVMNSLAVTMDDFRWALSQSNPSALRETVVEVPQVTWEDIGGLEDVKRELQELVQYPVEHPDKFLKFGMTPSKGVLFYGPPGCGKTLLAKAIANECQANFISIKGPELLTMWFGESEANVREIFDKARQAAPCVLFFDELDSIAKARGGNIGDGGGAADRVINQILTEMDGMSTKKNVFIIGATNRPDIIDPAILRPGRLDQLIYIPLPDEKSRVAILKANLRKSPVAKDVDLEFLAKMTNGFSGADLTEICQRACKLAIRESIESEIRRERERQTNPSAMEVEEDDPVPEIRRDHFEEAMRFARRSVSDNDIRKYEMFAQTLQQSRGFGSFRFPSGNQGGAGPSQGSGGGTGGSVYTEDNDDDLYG
RBBP9 inh – human RBBP9 inhibitors, primary screen, biochemical, fluorescence polarization, FP-Rh probe, HTS; inhibition, % at 7.94 µM; Serine hydrolase RBBP9 (Homo sapiens), O75884; actives 0.2% (n = 220,000); recombinant RBBP9;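 active means inhibition above the campaign mean of all tested compounds plus 3 SD, cut at about 14% in these data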;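 further: plate controls were DMSO wells with RBBP9 for no effect and wells lacking RBBP9 protein for full effect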
Target sequence (O75884 whole entry, looked up): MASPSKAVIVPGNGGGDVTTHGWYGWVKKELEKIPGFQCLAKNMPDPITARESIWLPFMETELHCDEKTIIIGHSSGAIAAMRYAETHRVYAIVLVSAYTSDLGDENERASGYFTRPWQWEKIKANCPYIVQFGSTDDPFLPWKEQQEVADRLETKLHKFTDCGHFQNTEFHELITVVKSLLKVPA
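Measured by: FP readout at 525/598 nm; material: recombinant human RBBP9; also added: Serine-hydrolase probe FP-Rh, 375 nM pre-mixing; medium: Tris buffer pH 8.0, NaCl, Pluronic; replication: one well per compound; doses: one concentration, 7.94 µM nominal, 0.794% DMSO; timing: preincubation 30 min plus labeling 45 min at 25 °C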
Runt-CBFb FRET – inhibitors of RUNX1 Runt–CBFb binding, primary screen, biochemical, FRET, Cerulean-Runt, Venus-CBFb, uHTS; AID 1496, 2009; inhibition, % at 20 µM; Cerulean-Runt/Venus-CBFb FRET ratio 530/480, 1 h; actives 0.46% (n = 220,000); Runt-related transcription factor 1 (Homo sapiens) + Core-binding factor subunit beta …;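 active means inhibition over about 50% at 20 µM in the single-dose screen, limit read from the data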;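 further: 0% = DMSO wells and 100% = excess unlabeled CBFb competitor control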
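Reagent – Venus-CBFb binding partner, 100 nM · Assay system – Cerulean-tagged RUNX1 Runt domain (FRET donor) fusion protein · Input – 100 nM per protein · Incubation – two 1 h room-temperature incubations shielded from light · Measured by – FRET fluorescence · Medium – Tris buffer pH 7.5 with salts and BSA · Benchmarks – unlabeled CBFb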
Runt-SMMHC FRET – inhibitors of RUNX1 Runt–CBFb-SMMHC binding, primary screen, biochemical, FRET, Cerulean-Runt, Venus-CBFb-SMMHC, uHTS. Runt-related transcription factor 1 (Homo sapiens) + Core-binding factor subunit beta …. Cerulean-Runt/Venus-CBFb-SMMHC FRET ratio 530/480, 1 h. inhibition, % at 20 µM. actives 0.74% (n = 220,000). AID 1434, 2008;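 active means mean inhibition across duplicate retests at 20 µM reaching about 50%, limit read from the data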;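 further: 0% = DMSO wells and 100% = wells with excess untagged CBFb-SMMHC; inhibitors lower the FRET ratio by blocking Runt binding to CBFb-SMMHC; some results filed as inactive read as strong as hits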
Calpain2 inh – inhibitors of pig calpain II, primary screen, biochemical, fluorogenic peptide substrate, 1536-well | purified calpain II, 30 min | inhibition, % at 16 µM | actives 0.37% (n = 220,000);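 active means inhibition above about 50%, limit read from the data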
p47phox inh – p47phox/p22phox peptide binding inhibitors, primary screen, biochemical, uHTS, NADPH oxidase regulatory subunit; Neutrophil cytosol factor 1 (Homo sapiens), P14598; fluorescence polarization, 2 h; inhibition, % at 24.7 µM; actives 0.53% (n = 220,000);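 active means inhibition above about 30%, limit read from the data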;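 further: 0% = p47phox with labelled peptide and 100% = labelled peptide alone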
* hit, by the source's call; / = not tested or not shown; [ ] = remark or other dose.

no.	Tb hexokinase	Furin inh	EBV gp42 inh	p97 ATPase inh	RBBP9 inh	Runt-CBFb FRET	Runt-SMMHC FRET	Calpain2 inh	Structure	p47phox inh
1	1	-29	4	1	0	-1	-3	-10	N#Cc1ncn(-c2ccc(Oc3ccccc3)cc2)c1N	-3
2	-7	-10[20 µM]	10	-6	-4	3	0	-51	Cc1ccc(S(=O)(=O)NC2=C(N3CCN(Cc4ccccc4)CC3)C(=O)c3ccccc3C2=O)cc1	3
3	-13	-24	-1	3	5	0	-1	-7	O=C(Nc1ccccc1F)Nc1ccc([N+](=O)[O-])cc1Cl	/
4	-5	-23[20 µM]	-4	2	-1	21	12	-19	O=C(CSc1nnc(-c2cnccn2)n1Cc1ccco1)Nc1ccc(Br)cc1	-17
5	-1	-17[20 µM]	11	0	7	11	-4	-3	Cc1sc(N/N=C/c2cccnc2)nc1-c1ccc(Cl)cc1	-14
6	-33	1	-12	4	-5	7	-1	23	S=C(Nc1ccccc1)Nc1nccs1	-35
7	-17	1	-9	-2	-5	35	4	12	CCOC(=O)c1sc(=S)n(-c2ccccc2OC)c1N	-14
8	18	-12	-1	-10	2	-2	-2	-3	CCOC(=O)CNC(=O)c1sc(NC(=O)c2ccccc2F)nc1C	-4
9	-5	-30	-15	-7	-10	-2	-8	3	C/C(=N\NC(=O)c1nn(C)c(C)c1Br)c1ccc(NC(=O)c2ccoc2C)cc1	-12
10	-37	-2	-3	1	1	0	5	26	COC(=O)c1ccc(OCC(=O)c2ccc(O)cc2O)cc1	-7
11	19	14	-79	3	-18	14	82*	-35	CC(C)S(=O)(=O)C1=NSC2=NC(=O)/C(=C\c3ccc(-c4ccccc4)o3)C(=N)N21	-63
12	-12	-32	-3	2	-1	0	2	-18	NC(=O)c1ccc(NC(=O)Cn2c(=O)n(-c3ccccc3)c(=O)c3oc4ccccc4c32)cc1	/
13	2	-19[20 µM]	-12	-3	-2	2	-1	-7	COc1ccccc1CN1CC(C(=O)NCc2cccnc2)CC1=O (stereo not drawn)	-11
14	-4	-23	-6	2	6	-1	2	-17	N/C(=N\OCc1ccccc1)c1nonc1N	-14
15	-3	-7	-10	4	1	0	-3	-14	Cn1cccc1C(=O)NC(=O)CSc1cccc[n+]1[O-]	8
16	-24	-5	-15	3	1	0	1	34	COc1ccc([N+](=O)[O-])cc1NC(=O)CCSCCc1ccccn1	2
17	3	-21	7	2	-3	-2	-1	14	CC(C)C(=O)Nc1cccc(NC(=O)c2cccc(Br)c2)c1	1
18	-6	-99	37	-3	-4	65*	65*	-177	CC(C)OCCCn1c(=N)c(C(N)=S)cc2c(=O)n3ccccc3nc21	7
19	3	-11	-3	3	-5	2	6	-10	Cc1cc(NC(=O)C2COc3ccccc3O2)no1 (stereo not drawn)	1
20	1	-19	8	-5	-7	0	3	25	O=c1c(Cc2c(F)cccc2Cl)c(O)ccn1CCCn1ccnc1	-1
21	-6	-14[20 µM]	3	-3	-1	-7	-5	-5	O=C(c1ccc(COc2c(F)c(F)cc(F)c2F)o1)N1CCN(c2ccccc2)CC1	-23
22	2	-22	-3	0	2	-1	-1	1	COc1ccccc1C(=O)OCCNC(=O)Cn1cnc2c1c(=O)n(C)c(=O)n2C	-1
23	-12	-15	-2	7	-9	-2	0	-2	O=C(O)COc1ccc(/C=N/NC(=O)Cc2ccc(Cl)cc2)cc1	-5
24	-5	-13	14	0	-7	-1	-6	3	COc1cccc2cc(C(C)N(CCCN3CCOCC3)C(=S)Nc3ccccc3C)oc12 (stereo not drawn)	2
25	-12	-19	-12	14	-3	3	2	-32	CCN(CC)Cc1cc2[nH]c3c4ccc(Cl)cc4ncc3c2cc1OC	-4
26	4	-20	-4	2	5	15	-4	-10	Cc1c(Cl)cccc1NC(=S)Nc1ccc2[nH]c(=O)[nH]c2c1	-7
27	1	-24	4	6	-5	4	-4	-19	COc1ccc(S(=O)(=O)NCC2CCCN(Cc3cccnc3)C2)cc1 (stereo not drawn)	-4
28	-1	-18	-24	3	-4	-2	-8	3	Cn1c(=O)c2c(nc(N3CCCCCC3)n2CC(O)COc2ccccc2)n(C)c1=O (stereo not drawn)	0
29	-17	-14	-12	8	0	0	-2	-14	O=C(NCc1csc(-c2cccs2)n1)c1ccsc1	-7
30	-2	-19	-4	-3	-9	-2	4	-17	COc1ccc(Nc2nc(Cl)nc(Nc3ccc(OC)cc3)n2)cc1	-3
31	-5	-14	-1	-2	-10	1	1	0	S=C(Nc1ccc(Cl)cc1)N1CCCCC1	-4
32	-8	-11	-6	5	3	-2	-6	1	O=C(O)c1ccc(COc2ccccc2[N+](=O)[O-])o1	-14
33	0	-4[20 µM]	-15	4	-7	-4	-12	6	O=C(COC(=O)c1c2c(nc3ccccc13)CCCC2)c1cccs1	-35
34	-11	-23	-6	-17	-6	-5	0	-3	COc1cc(SC)ccc1C(=O)Nc1nc(C)cs1	-11
35	-3	-11[20 µM]	2	0	-10	0	1	5	Cc1ccc(OCC(=O)OCc2c(C)noc2C)cc1C	-15
36	2	-17	3	2	-1	6	5	-1	CCOC(=O)C1=C(N)OC2=C(C(=O)CC(C)(C)C2)C1C1CCCCC1 (stereo not drawn)	-3
37	3	-15[20 µM]	-10	2	-14	1	3	34	O=C(Nc1ccc(S(=O)(=O)Nc2ccc(Cl)cc2)cc1)C1CCCO1 (stereo not drawn)	-12
38	-8	-29	-8	-1	-4	3	0	-8	O=S(=O)(c1ccc(Cl)cc1)N1CCN=C1SCc1cccnc1	3
39	-6	-7	-27	4	2	1	-7	-4	COc1ccc(CNC(=O)CSc2nnc(C)c(=O)[nH]2)cc1	-10
40	-1	-19	-2	2	-7	-2	-1	-31	Cc1cnc(NC(=O)C(C)N2CCN(C)CC2)s1 (stereo not drawn)	3
41	-1	-16	-2	1	-4	/	/	22	COc1ccccc1C1NC(=O)NC(C)=C1C(C)=O (stereo not drawn)	0
42	12	-20	-15	1	-6	0	1	-5	CCOC(=O)NC(Nc1ccc(OC)cc1)(C(F)(F)F)C(F)(F)F	-6
43	-5	-12	-15	-7	-7	-2	0	12	FC(F)(F)c1cccc(-c2ccc(-c3csnn3)o2)c1	-4
44	24	-30	1	-4	-11	-8	-10	9	Cc1ccc(OCCC(=O)Nc2ccc(F)c(Cl)c2)cc1	-16
45	6	-20[20 µM]	-12	1	2	0	7	-16	COc1ccc(CCN2C(=O)C3C4C=CC(C4)C3C2=O)cc1OC (stereo not drawn)	-8
46	61*	-11	-15	4	-1	-4	1	-3	CC1CCC(NC(=O)c2ccc(CS(=O)(=O)Cc3ccccc3F)o2)CC1 (stereo not drawn)	-14
47	2	-12	3	-1	-8	0	1	0	COc1cc(OC)c(NC(=O)Cn2cccc2)cc1Cl	-11
48	6	-21	-11	0	-3	2	2	-9	CCOc1ccc(C(=O)C(CCC(CN(C)C)C(=O)c2ccc(OCC)cc2)CN(C)C)cc1 (stereo not drawn)	-12
49	-1	14[20 µM]	-8	5	4	0	-1	12	Cc1ccc2nc3n(c(=O)c2c1)CCCCC3	-5
50	-8	-22	5	8	-4	-2	-2	-13	CN(C)C(=O)c1c(C(F)(F)F)nn(C)c1Cl	7
51	-2	-27	-28	6	5	0	-2	-11	c1ccc(-c2nn[nH]n2)nc1	-11
52	6	-17[20 µM]	-1	3	1	0	1	-27	COC(=O)c1ccc(NC(=O)C2CCCCC2C(=O)O)cc1 (stereo not drawn)	-20
53	-27	0	-20	2	-5	1	-2	-16	COc1ccc(CC2S/C(=N/N=C/c3ccc(O)cc3)NC2=O)cc1 (stereo not drawn)	-22
54	1	-5	-25	1	-1	-1	-2	9	CCS(=O)(=O)N1CCC(C(=O)NCc2ccccn2)CC1	9
55	0	-6	-23	-5	-4	-8	-2	-81	CC1(C)Cc2c(sc3c2c(=N)n(Cc2ccco2)c(=O)n3Cc2ccc(Cl)cc2)CO1	-57
56	-7	-18	5	1	-4	1	-1	-40	CCCC(=O)N(c1ccc(C(=O)O)cc1)c1nc(-c2ccccc2)c(C)s1	-4
57	-7	-21	-11	9	-7	0	-5	-19	Cc1c(Cl)cccc1NC(=S)N1CCN(c2ncccn2)CC1	-15
58	-7	-10	4	-5	-6	-1	0	-18	O=[N+]([O-])c1ccc(Oc2ccc(Oc3ccc(C(F)(F)F)cn3)cc2)nc1	-9
59	5	-12	-11	2	-8	1	0	23	CCOC(=O)c1cnc2nc(C)[nH]n2c1=O	-4

An excerpt of these results, with each value named.
[52] COC(=O)c1ccc(NC(=O)C2CCCCC2C(=O)O)cc1 (stereo not drawn)
  Tb hexokinase = 6 | Furin inh = -17[20 µM] | EBV gp42 inh = -1 | p97 ATPase inh = 3 | RBBP9 inh = 1 | Runt-CBFb FRET = 0 | Runt-SMMHC FRET = 1 | Calpain2 inh = -27 | p47phox inh = -20

[44] Cc1ccc(OCCC(=O)Nc2ccc(F)c(Cl)c2)cc1
  Tb hexokinase = 24 | Furin inh = -30 | EBV gp42 inh = 1 | p97 ATPase inh = -4 | RBBP9 inh = -11 | Runt-CBFb FRET = -8 | Runt-SMMHC FRET = -10 | Calpain2 inh = 9 | p47phox inh = -16

[58] O=[N+]([O-])c1ccc(Oc2ccc(Oc3ccc(C(F)(F)F)cn3)cc2)nc1
  Tb hexokinase = -7 | Furin inh = -10 | EBV gp42 inh = 4 | p97 ATPase inh = -5 | RBBP9 inh = -6 | Runt-CBFb FRET = -1 | Runt-SMMHC FRET = 0 | Calpain2 inh = -18 | p47phox inh = -9

Compound activity from PubChem.
